# Screening results as filed in PubChem BioAssay.
# Tn6 DDE FP: inhibitors of Tn6 peptide binding to fibrin DD(E), primary screen, biochemical, fluorescence polarization, human fibrin, Tn6 probe | Fibrinogen beta chain (Homo sapiens), P02675 | Fibrin DD(E) TRITC-Tn6 fluorescence polarization displacement | inhibition, % at 8.3 µM | hit rate 0.21% among 370,000 | AID 720509, 2013;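 active = inhibition above a per-campaign cutoff: mean of compounds within control limits plus 3 SD, cut at about 15% in these data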;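 note: 0% = median of all compound wells on the plate and 100% = blocking peptide control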
# ADAM10 inh: human ADAM10 inhibitors, primary screen, biochemical, QFRET, HTS; recombinant ADAM10, EDANS/DABCYL FRET peptide cleavage, 3 h; hit rate 0.62% among 370,000; inhibition, % at 7 µM; AID 720582, 2013;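 active = inhibition above a per-campaign cutoff equal to the mean of compounds falling between control-based bounds plus 3 SD, cut at about 20% in these data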;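 note: 0% = DMSO wells while the 100% control is not disclosed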
# NPR1 activator: GC-A stimulated cGMP production enhancers – HEK293 GC-A cells, cGMP TR-FRET, EC30 ANP, primary screen; Atrial natriuretic peptide receptor 1 (Homo sapiens), P16066; 0% at EC30 ANP, 100% saturating ANP; activation, % at 10 µM; hit rate 0.14% among 370,000; in the data active = activation above about 40%
# Target sequence (P16066 whole entry, looked up): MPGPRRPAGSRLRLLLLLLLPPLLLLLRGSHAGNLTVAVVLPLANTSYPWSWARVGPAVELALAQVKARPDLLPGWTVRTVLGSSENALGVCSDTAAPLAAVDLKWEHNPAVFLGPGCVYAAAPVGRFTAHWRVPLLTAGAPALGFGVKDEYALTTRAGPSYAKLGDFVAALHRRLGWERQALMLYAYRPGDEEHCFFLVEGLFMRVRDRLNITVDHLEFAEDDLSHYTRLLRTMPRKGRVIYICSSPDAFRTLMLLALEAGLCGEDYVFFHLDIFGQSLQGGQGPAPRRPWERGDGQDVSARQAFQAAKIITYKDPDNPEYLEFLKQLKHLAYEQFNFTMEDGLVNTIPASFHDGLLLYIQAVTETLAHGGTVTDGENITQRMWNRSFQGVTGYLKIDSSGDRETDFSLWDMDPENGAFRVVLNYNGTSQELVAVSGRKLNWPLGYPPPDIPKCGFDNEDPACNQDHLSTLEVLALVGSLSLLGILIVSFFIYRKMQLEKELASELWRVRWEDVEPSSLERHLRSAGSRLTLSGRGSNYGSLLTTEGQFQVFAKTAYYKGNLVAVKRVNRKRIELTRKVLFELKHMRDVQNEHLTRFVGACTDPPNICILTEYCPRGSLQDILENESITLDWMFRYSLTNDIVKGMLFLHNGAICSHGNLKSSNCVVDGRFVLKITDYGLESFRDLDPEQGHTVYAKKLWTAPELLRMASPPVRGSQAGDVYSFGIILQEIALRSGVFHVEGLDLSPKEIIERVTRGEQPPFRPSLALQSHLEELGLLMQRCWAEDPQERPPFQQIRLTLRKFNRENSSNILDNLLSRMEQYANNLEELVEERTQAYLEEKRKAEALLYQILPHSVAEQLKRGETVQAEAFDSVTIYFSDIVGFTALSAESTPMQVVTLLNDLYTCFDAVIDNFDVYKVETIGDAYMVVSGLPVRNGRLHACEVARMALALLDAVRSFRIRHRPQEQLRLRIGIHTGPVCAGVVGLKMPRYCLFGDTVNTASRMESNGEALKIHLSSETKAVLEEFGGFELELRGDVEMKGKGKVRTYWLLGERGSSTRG
# ARFGAP1 inhibitor: inhibitors of rat ARFGAP1 GAP activity, primary screen, biochemical, fluorescence polarization, GDP tracer | ADP-ribosylation factor GTPase-activating protein 1 (Rattus norvegicus), Q62848 | Arfgap1-stimulated ARF1 GTP hydrolysis, GDP FP detection | inhibition, % at 16.5 µM | hit rate 0.26% among 360,000;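 active = inhibition above a per-plate limit, mean inhibition of low control wells plus 3 SD, cut at about 25% in these data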;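 note: 0% = DMSO wells with enzyme and 100% = wells lacking Arfgap1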
#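 System: truncated rat Arfgap1 GAP domain / Benchmarks: high control wells lacking Arfgap1, low control full reaction with DMSO / Times: compound-enzyme preincubation 20 min, reaction 120 min, detection 60 min, 25 °C / Repeats: one replicate per compound / Also added: human ARF1(Δ1-17)-GTP substrate / Measured by: Tracer-displacement fluorescence polarization with EDTA stop, 620/688 nm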
# ASAP1 GAP inh: inhibitors of human ASAP1 ArfGAP activity, primary screen, biochemical, fluorescence polarization | Arf-GAP with SH3 domain, ANK repeat and PH domain-containing protein 1 (Homo sapiens), … | ASAP1-stimulated ARF1 GTP hydrolysis, GDP FP detection | inhibition, % at 16.5 µM | hit rate 0.19% among 360,000; in the data active = inhibition above about 25%;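 note: 0% = vehicle with enzyme and substrate and 100% = no enzyme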
# FXN GAA850 act: FXN promoter activators, primary screen, cell-based, luciferase luminescence, HEK293 lucGAA850; HEK293 lucGAA850 FXN promoter luciferase reporter, 24 h; percent of 10 µM SAHA response; activation, % at 6 µM; hit rate 0.56% among 360,000; AID 540364, 2011;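 active = activation above the average of all compounds screened plus 3 SD, cutoff fixed separately per campaign, cut at about 7.5% in these data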;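 note: 0% = DMSO wells and 100% = 10 µM SAHA wells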
# KLK7 zymogen act: proKLK7 zymogen activators, primary screen, biochemical, fluorescence intensity. Kallikrein-7 (Homo sapiens), P49862. purified proKLK7, EDANS-DABCYL substrate fluorescence; 100% is mature enzyme control, 0% vehicle. activation, % at 7 µM. hit rate 0.9% among 370,000;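 active = activation above the mean of all tested compounds plus 3 SD, computed per campaign excluding outliers beyond control limits, cut at about 13% in these data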
# HGIII-sPLA2 inh: human group III sPLA2 inhibitors, primary screen, biochemical, QFRET, BODIPY PC-A2 liposome substrate | QFRET BODIPY PC-A2 liposome hydrolysis, fluorescence | Group 3 secretory phospholipase A2 (Homo sapiens), Q9NZ20 | inhibition, % at 12.2 µM | hit rate 0.56% among 370,000;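 active = inhibition above mean plus 3 SD of compounds lying within the high and low control bounds, cut at about 19% in these data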;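 note: 0% = median of test compound wells and 100% = no enzyme DMSO wells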
# rCAG RNA binder: binders of r(CAG) RNA repeats, primary screen, biochemical, fluorescence; r(CAG) RNA repeat, TO-PRO-1 dye displacement fluorescence; inhibition, % at 3 µM; hit rate 1.3% among 370,000; AID 651821, 2012;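 active = inhibition above the plate cutoff, the mean of all test compounds on that plate plus 3 SD, cut at about 35% in these data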;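 note: 0% = DMSO alone and 100% = 100 µM mitoxantrone as full dye displacement; higher means more dye released from RNA so lower well fluorescence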
# NPR2 activator: human GC-B receptor activators, primary screen, HEK293 GC-B cells, cGMP TR-FRET, EC30 CNP; 0% at EC30 CNP, 100% saturating CNP; Atrial natriuretic peptide receptor 2 (Homo sapiens), P20594; activation, % at 10 µM; hit rate 0.11% among 370,000;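 active = activation at 10 µM reaching about 35% in either raw or pattern-adjusted values, limit read from the data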
# An asterisk follows results filed as active; · = not tested or not shown.
Molecule	Tn6 DDE FP	ADAM10 inh	NPR1 activator	ARFGAP1 inhibitor	ASAP1 GAP inh	FXN GAA850 act	KLK7 zymogen act	HGIII-sPLA2 inh	rCAG RNA binder	NPR2 activator
CN(C)CCNCCCNc1c2ccccc2nc2cccc([N+](=O)[O-])c12	-3	-24	0	-5	-3	-1.6	0.5	16	5	-1
CC(Oc1cccc2cccnc12)C(=O)N/N=C/c1ccccc1 (stereo not given)	-2	-4	7	13	0	0.6	-0.3	-2	-4	0
Cc1cc(SCC(=O)Nc2ccc(O)cc2)n2ncc(-c3ccccc3)c2n1	-7	-41	6	0	10	1.1	-27	-50	33	1
COc1ccc(NC(=O)NNC(=O)COc2ccc3cc(Br)ccc3c2)cc1OC	-18	9	-8	51*	8	-0.3	-0.2	-36	7	-8
Cc1csc(NC(=O)CSc2nnc(-c3ccc(Cl)cc3)n2N)n1	-10	-4	-4	8	13	-1.2	-0.3	-8	1	-5
CC(=O)Nc1nnc(SCc2ccc(F)cc2)s1	-2	12	-2	7	9	5.8	-0.7	-3	0	0
Cc1nc(-c2ccc(Cl)cc2)sc1C(=O)NN	0	-1	39	1	7	2.2	0.6	-4	5	-4
CC(C)NC(=O)CN1C(=O)NC(CCc2ccccc2)C1=O (stereo not given)	0	-1	3	-2	-9	0.8	-0.1	1	-3	1
Cc1cc(C(=O)COC(=O)c2ccc(NC(=O)CC#N)cc2)c(C)n1CC(F)(F)F	-3	-7	0	3	0	3.9	0.6	-35	17	-1
CC(C)Cn1c(=O)c2ccccc2c2ccccc2c1=O	-10	-3	-3	19	1	-0.3	-0.1	15	-6	-1
Fc1c(F)c(F)c(/C=N/NC(=S)Nc2cccnc2)c(F)c1F	1	0	58*	1	1	2.5	-0.1	1	3	1
CCc1c(-c2ccc(OC)c(OC)c2)ncn1CCc1ccccc1OC	-12	-12	-1	8	-2	·	0.2	7	0	0

# By substructure: the entries above containing an aryl methoxy group
Molecule	Tn6 DDE FP	ADAM10 inh	NPR1 activator	ARFGAP1 inhibitor	ASAP1 GAP inh	FXN GAA850 act	KLK7 zymogen act	HGIII-sPLA2 inh	rCAG RNA binder	NPR2 activator
COc1ccc(NC(=O)NNC(=O)COc2ccc3cc(Br)ccc3c2)cc1OC	-18	9	-8	51*	8	-0.3	-0.2	-36	7	-8
CCc1c(-c2ccc(OC)c(OC)c2)ncn1CCc1ccccc1OC	-12	-12	-1	8	-2	·	0.2	7	0	0

# The listing continues.
Molecule	Tn6 DDE FP	ADAM10 inh	NPR1 activator	ARFGAP1 inhibitor	ASAP1 GAP inh	FXN GAA850 act	KLK7 zymogen act	HGIII-sPLA2 inh	rCAG RNA binder	NPR2 activator
COc1ccc(C2NCCc3sccc32)cc1 (stereo not given)	3	-8	-21	-1	-7	0.6	0.1	3	0	-18
COc1cccc(N2C(=O)CC(N3CCN(c4ccc([N+](=O)[O-])cc4)CC3)C2=O)c1 (stereo not given)	2	-1	5	-3	-8	-0.2	-0.3	-3	-3	-4
Cc1cc(NC(=O)c2noc3c2CCc2ccccc2-3)no1	-12	-2	-3	8	-7	-0.7	0.4	5	2	-8
O=C(Cn1c(-c2ccccn2)nc2ccccc21)N/N=C/c1cccnc1	15	-4	2	11	-9	-0.3	0.1	-7	1	3
Cc1cccc(N(C(=O)CS(=O)CC(=O)Nc2ccc3c(c2)OCO3)C(C)C(=O)NC2CCCC2)c1C (stereo not given)	6	12	2	-11	4	-1.5	0.3	0	-2	-3
COC(=O)CCc1nc2ccccc2[nH]c1=O	-7	-306	3	11	-13	-1.3	0.6	2	1	-3
Cc1cccc(NC(=O)CC(=O)Nc2cccc(C)c2)c1	-6	-1	4	2	8	0.0	0.3	-60	-3	5
COc1ccccc1P(=O)(Cc1ccccc1)c1ccccc1 (stereo not given)	7	-3	-8	-11	-5	0.0	0.2	0	6	-2
Cc1cc(-c2ccc(S(=O)(=O)N3CCN(c4ccccc4F)CC3)s2)on1	-3	3	0	14	3	0.2	-0.2	5	5	0
CCn1c(SCC(=O)Nc2ccccc2)nnc1-c1ccc(S(=O)(=O)N2CCOCC2)cc1	-7	7	-2	-2	0	-2.6	0.4	5	3	3
Cc1cc(C)c(C#N)c(SCC(=O)Nc2c(C)n(C)n(-c3ccccc3)c2=O)n1	2	-9	0	-3	-14	0.5	0.9	5	-1	-3
CC1CCCN(C(=O)c2ccc(Br)c(S(=O)(=O)N3CCOCC3)c2)C1 (stereo not given)	1	-12	2	9	-8	0.9	0.5	3	2	2
O=C1CCCC(NCCCCCCNC2=C([N+](=O)[O-])C(=O)CCC2)=C1[N+](=O)[O-]	0	1	4	2	-1	1.4	0.1	4	1	3
CC(=O)c1ccc2c3c(cc(C)c2c1)CCCC3	7	-107	-12	2	16	3.5	-36	4	5	-4
CSc1ccccc1C(=O)N1CCc2ccc(NC(=O)c3ccccn3)cc2C1	10	-13	0	1	-6	2.2	-0.6	-1	0	2
COCc1cc(C)nc(OCC(=O)N/N=C/c2ccc(O)cc2O)c1C#N	-1	-29	5	-1	-4	0.6	-0.2	-8	-4	0
Cn1c(=O)c2c(ncn2CCC(=O)N/N=C/c2ccncc2)n(C)c1=O	3	-1	-1	3	-6	-0.6	-0.2	1	-2	-1
Cc1ccccc1S(=O)(=O)/N=C(/c1ccccc1)N(C)C	2	-3	1	-3	-1	-0.1	-0.6	5	0	0
CCC(C)(C)NC(=O)COc1ccc(C(=O)c2ccccc2)cc1	1	-6	7	1	-10	-0.1	-0.1	3	-4	3
CCCSCC(=O)Nc1ncc2c(n1)-c1ccccc1CC2	0	-363	3	8	-2	-1.6	0.6	-5	0	4
CCOC(=O)C1CCN(C(=O)c2cc(COc3ccc(F)cc3F)on2)CC1	-1	1	5	-1	23	4.8	0.3	-7	-9	0
COc1cccc(N2[C@@H](CC(=O)O)c3ccc(/C=C/C(=O)O)cc3S2(=O)=O)c1	4	-26	-2	-6	14	3.4	1.3	2	8	0
Cc1csc2c(N3CCN(C(=O)Nc4ccc(OC(F)(F)F)cc4)CC3)ncnc12	2	9	-4	-18	7	1.6	0.9	-6	3	5
COc1cccc(C(=O)CSc2nnc(-c3cc(OC)cc(OC)c3)o2)c1	-3	5	1	2	-7	-0.3	0.0	2	0	-3
Cc1cc(Br)ccc1NC(=O)CN(C)C(=O)CSC(=S)N1CCCC1	0	5	2	12	-2	1.7	-0.5	-8	0	0
CCCCc1ccc(NC(=O)N[C@@H](C)C(=O)O)cc1	2	-3	2	-7	-5	-1.4	0.5	-4	1	5
CC(=O)c1ccc(N(C(=O)CNC(=O)c2ccco2)C(C(=O)NC2CCCC2)c2ccc(C)o2)cc1 (stereo not given)	-1	-5	1	10	0	-0.2	-0.1	-2	-2	-2
Cc1ccc(S(=O)(=O)N2C[C@H]3[C@H]4C(=O)N(c5ccccc5)C(=O)[C@H]4C[C@H](OC(=O)Nc4c(C)noc4C)[C@@]3(O)C2)cc1	-1	0	0	10	10	-1.8	-0.3	-2	6	-7
COc1ccc(COC(=O)C2=C(C)NC(=O)NC2c2ccccc2)cc1 (stereo not given)	-7	-3	-8	16	6	0.8	-0.8	15	-8	0
CCn1c(CNC(=O)c2ccccc2OC)nnc1SCC(=O)c1ccc(F)cc1	3	-1	0	5	4	1.0	0.3	-22	-1	-1
COc1ccc(NC(=O)Nc2cccc3c2O[C@H](CN(C)C(=O)NC(C)C)[C@@H](C)CN([C@H](C)CO)C3=O)cc1	-14	2	-1	2	0	-0.3	0.8	3	-4	5
CC(C)C(c1nnnn1Cc1ccc(F)cc1)N1CCC(C(N)=O)CC1 (stereo not given)	3	3	-1	-6	-16	1.1	-0.5	-1	-1	-5
CN(C)CCC(=O)N1c2ccccc2Sc2ccc(C(F)(F)F)cc21	5	4	-36	3	1	1.2	-0.2	-11	-4	-21
Cn1c(NN)nc2ccccc2c1=O	4	-4	7	-9	-6	3.1	0.2	1	-1	1
Cc1ccc(-c2nc(N)sc2CC(=O)OCC(=O)N2C(C)CCCC2C)cc1 (stereo not given)	0	-13	-1	-9	-4	-2.0	1.4	-31	3	-1
COc1cc(NC(=O)c2ccccc2F)c(OC)cc1NC(=O)CN1CCCCC1	-8	-8	-5	0	-1	1.6	-3.1	6	0	3
O=C(NC(=S)Nc1ccc(Cc2ccncc2)cc1)c1ccccc1Cl	3	2	0	4	1	0.5	0.3	7	0	2
CCC1=NN(C(=O)COc2ccccc2)C(O)(c2ccncc2)C1 (stereo not given)	-10	-7	2	3	1	1.6	-1.2	1	-3	0
CCCCN1/C(=C/c2cccc[n+]2C)Sc2cc(NC(C)=O)ccc21	-9	7	-10	-7	-2	-0.2	-0.1	7	-4	-7
CCn1nnc2cc(C(=O)O)ccc21	3	5	1	1	-8	0.0	0.6	-3	-1	-2
CN1CCCN(S(=O)(=O)c2ccccc2)CC1	4	-8	4	1	9	0.8	-0.1	2	-2	4
CC(=O)C1=C(O)C(=O)N(Cc2cccnc2)C1c1ccccc1 (stereo not given)	-1	-9	1	2	0	-1.7	0.0	-7	0	3
CC1C(=O)Nc2ccc(S(=O)(=O)NCCc3ccc(Cl)cc3)cc2NC1=O (stereo not given)	-4	-16	1	2	3	-1.3	0.9	5	4	3
COc1ccc2cc(CCNC(=O)C3CC3)c(=O)[nH]c2c1	0	-26	1	-8	-6	-0.6	-0.6	10	1	-5
COc1ccc(-c2cnc3c(NC=O)cc(-c4ccccc4)cn23)cc1OC	-5	-23	8	13	7	1.9	-1.2	-21	12	4
COc1ccccc1OCC(=O)NCCCn1ccnc1	1	-2	3	-3	-1	2.8	0.2	-3	3	0
O=C(CCN1CCN(CC(=O)Nc2ccccc2F)CC1)Nc1ccccc1F	4	6	0	10	-4	0.5	0.1	-8	-5	4
CCOc1cc(C(c2c(C)[nH][nH]c2=O)c2c(C)[nH][nH]c2=O)ccc1OC(=O)c1cccc([N+](=O)[O-])c1	0	27*	1	-1	3	0.2	-0.3	-40	30	5
CCn1cc(C(=O)NCc2ccc3c(c2)OCO3)c2cc(OC)c(OC)cc2c1=O	0	0	4	4	11	-1.2	0.3	-1	0	10
